CAL PDZ FP-1 – untagged CAL PDZ binding inhibitors, primary screen, biochemical, fluorescence polarization, HTS | purified CAL PDZ, TMR-peptide fluorescence polarization, 1 h | inhibition, % at 24.9 µM | actives 0.92% (n = 300,000) | AID 602252, 2012;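 active = mean inhibition of at least 30% with at least half of replicates also reaching 30%; inconclusive = no clear call, values can overlap the other calls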;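 also: 0% = DMSO neutral control and 100% = excess unlabeled competitor peptide PRC23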
Arrestin-AP2 inh – inhibitors of beta-arrestin/AP2 binding, primary screen, biochemical, GPCR trafficking, flow cytometry. FITC-arrestin peptide / GST-AP2 beads; AP2 beta2 appendage carries R879A mutation. inhibition, % at 10 µM. actives 0.31% (n = 340,000);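 active = inhibition above a set limit, near 3 SD of compounds lacking own fluorescence, cut at about 54% in these data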;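 also: plate controls were DMSO wells for no effect and 5 µM unlabelled arrestin peptide for full effect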
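System: GST-AP2 R879A glutathione beads; medium: PBS, Tween 20 0.05%, BSA 0.1%; reagent: fluorescein-tagged arrestin peptide at 50 nM final; schedule: pre-incubation 12 min, peptide binding 1 h, room temperature; detection: flow cytometry, FL1 (488/535 nm); read-out: inhibition as reduced fluorescein signal on beads, percent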
C-LANA FP – inhibitors of KSHV C-LANA binding to DNA, primary screen, biochemical, fluorescence polarization, FAM-LBS DNA, MBP-C-LANA, single point; actives 0.078% (n = 340,000); inhibition, % at 9 µM; Kaposi's sarcoma herpesvirus LANA C-terminal domain (residues 932-1162) DNA binding;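 active = highest replicate inhibition at or above 60% at 9 µM, even if other replicates fall short; inactive = all replicates below 60% inhibition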;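 also: 0% = neutral control wells and 100% = 4 µM acridine orange control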
DAGLB inh – DAGLB lipase inhibitors, primary screen, biochemical, fluorescence, HTS; actives 0.059% (n = 340,000); inhibition, % at 5.17 µM; HEK293T DAGLB membrane lysate, EnzChek fluorogenic substrate; Diacylglycerol lipase-beta (Homo sapiens), Q8NCG7; AID 504411, 2011; in the data active = inhibition above about 34%;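 also: 0% = enzyme with vehicle and 100% = wells lacking enzyme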
CAL PDZ FP-2 – CAL PDZ peptide-binding inhibitors, primary screen, biochemical, fluorescence polarization, Cer-tagged CAL PDZ, HTS; actives 0.02% (n = 330,000); AID 504414, 2011; purified CAL PDZ, TMR-peptide fluorescence polarization, 1 h; Golgi-associated PDZ and coiled-coil motif-containing protein (Homo sapiens), Q9HD26; inhibition, % at 20 µM;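 active = highest replicate inhibition of at least 40%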;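 also: plate controls were DMSO neutral control wells for no effect and unlabeled competitor peptide control wells for full effect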
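Assay system – tagged CAL PDZ protein CerCALP, purified · Timing – 1 h at RT · Compound – single point, 20 µM · Measured by – fluorescence polarization from S- and P-plane intensities, G-factor corrected · Evaluation – inhibition from polarization loss · Probe or stimulus – TMR reporter peptide T*-PRC34 · Buffer or medium – pH 7.4 phosphate-saline buffer, reducing agent, detergent, IgG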
Pemphigus Ab inh – inhibitors of pemphigus antibody binding to DSG3, primary screen, biochemical, bead-based, flow cytometry, scFv-GFP. DSG3-coupled beads, scFv-anti-DSG3-GFP binding; active compounds read low. actives 0.48% (n = 310,000). AID 588358, 2011. binding (percent of control), % at 10 µM. Desmoglein-3 (Homo sapiens), P32926;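 active = binding more than 3 SD below its plate's average and above zero; inconclusive = below that plate limit but binding exactly zero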;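 also: hits lower antibody fragment binding to DSG3; some compounds called inactive have numbers as strong as hits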
NSD2 HMT inh – NSD2 histone methyltransferase inhibitors, primary screen, biochemical, AlphaScreen, single concentration, set 2; actives 0.54% (n = 310,000); Histone-lysine N-methyltransferase NSD2 (Homo sapiens), O96028; inhibition, % at 12.5 µM; NSD2 peptide methylation, 120 min; in the data active = inhibition above about 50%
Cardiac RTF inh – cardiac RTF calcium sensitivity inhibitors, primary screen, biochemical, IANBD-TnC fluorescence, EC70 calcium; IANBD-labeled cardiac RTF, Ca2+ fluorescence; inhibition, % at 7.15 µM; actives 0.12% (n = 340,000); AID 493244, 2011;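 active = inhibition above the mean inhibition of all tested compounds plus 3 SD, cut at about 17% in these data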;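 also: assay run at fixed EC70 calcium of 1.6 mM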
Keap1 Nrf2 FP – Keap1-Nrf2 protein-protein interaction inhibitors, primary screen, biochemical, fluorescence polarization, single point; Keap1 Kelch-Nrf2 peptide fluorescence polarization, 1536-well; actives 0.15% (n = 340,000); inhibition, % at 9.4 µM; Kelch-like ECH-associated protein 1 (Homo sapiens), Q14145; in the data active = inhibition above about 12%; inconclusive = no clear call, values can overlap the other calls; inactive = below about 7.3%;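 also: human Keap1 Kelch domain with fluorescein labeled Nrf2 9mer peptide probe; 0% = neutral control wells and 100% = peptide positive control; higher means more block of Keap1 binding to Nrf2 peptide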
Target sequence (Q14145 whole entry, looked up, the tested form may be a part): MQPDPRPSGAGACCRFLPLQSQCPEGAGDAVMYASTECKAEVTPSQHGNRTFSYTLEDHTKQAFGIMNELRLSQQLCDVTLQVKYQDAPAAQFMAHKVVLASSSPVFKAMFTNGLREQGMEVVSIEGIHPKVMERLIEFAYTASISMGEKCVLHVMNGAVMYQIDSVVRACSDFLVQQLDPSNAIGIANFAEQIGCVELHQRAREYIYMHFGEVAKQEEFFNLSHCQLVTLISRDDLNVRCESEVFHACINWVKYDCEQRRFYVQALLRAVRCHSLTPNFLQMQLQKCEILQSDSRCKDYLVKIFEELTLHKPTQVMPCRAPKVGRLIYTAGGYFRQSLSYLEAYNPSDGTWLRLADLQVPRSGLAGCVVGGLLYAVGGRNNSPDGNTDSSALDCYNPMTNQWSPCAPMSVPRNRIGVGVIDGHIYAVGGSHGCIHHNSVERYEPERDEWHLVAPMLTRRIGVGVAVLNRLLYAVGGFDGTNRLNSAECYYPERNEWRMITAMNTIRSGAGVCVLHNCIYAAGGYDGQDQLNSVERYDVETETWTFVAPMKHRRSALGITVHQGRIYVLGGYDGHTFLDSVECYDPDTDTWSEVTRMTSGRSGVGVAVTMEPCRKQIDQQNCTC
V-ATPase pHluor – regulators of yeast V-ATPase proton pumping, primary screen, pHLuorin cytosolic pH fluorescence | S. cerevisiae | AID 504577, 2011 | actives 0.37% (n = 350,000) | response, % at 10 µM; in the data active = response mostly above about 7.3%, no sharp cut-off; inactive = mostly below about 5.4%; also: actives read high; inactives centre near 0; some compounds called inactive have numbers as strong as hits; reference of the scale not given here
Starred values were filed as active, the others as inactive; ? = inconclusive; · = no result given; + = active, no number. Only part of the results is shown (hit frequency here may not be typical).

SMILES	CAL PDZ FP-1	Arrestin-AP2 inh	C-LANA FP	DAGLB inh	CAL PDZ FP-2	Pemphigus Ab inh	NSD2 HMT inh	Cardiac RTF inh	Keap1 Nrf2 FP	V-ATPase pHluor
CCOC(=O)C1=NOC(CNC(=O)c2c(-c3ccccc3Cl)noc2C)C1 (stereo not given)	-7	-4	-5.9	1	0.1	105	-1	-5	-3	-7
COCC(=O)N1CCc2ccc(NC(=O)c3ccc(C(F)(F)F)cc3)cc2C1	-1	6	-0.9	0	-22	107	-1	-10	-5	3
O=[N+]([O-])c1cc(C(F)(F)F)cc([N+](=O)[O-])c1N1CCN(S(=O)(=O)c2ccccc2)CC1	-2	4	-0.2	2	0.5	99	2	-2	1	1
Cc1cc(NC(=O)COC(=O)c2cc(S(=O)(=O)N3CCOCC3)ccc2N2CCCCC2)no1	2	3	-1.7	0	0.1	104	3	-1	0	-1
CCc1ccc(NC(=O)c2cc(S(=O)(=O)N3CCc4ccccc43)cn2C)cc1	·	0	2.0	-7	0.1	96	·	-5	2	-2
COc1cc(/C=C(\C#N)C(=O)NCC2CCCO2)c([N+](=O)[O-])cc1OC (stereo not given)	-2	4	3.9	-1	0.9	·	·	1	-3	-7
NCC12CC3CC(C1)CC(c1ccc(Br)cc1)(C3)C2	·	-2	-1.9	2	-1.3	91	2	-3	?	1
N#C/C(=C\c1ccccc1)C(=O)NCc1ccc(F)cc1	-3	5	-1.1	0	-5.4	102	0	-1	-13	4
COc1cc2c(cc1NS(=O)(=O)N1CCCCC1)oc1ccccc12	-2	3	0.4	-1	0.2	106	0	-5	-6	-2
Cc1noc(C)c1COc1ccccc1C(=O)NCCOc1ccccc1	-3	4	0.9	2	-1.3	99	-2	-9	-5	1

Given with two lines to a compound: part of the list above.
Values run as follows: CAL PDZ FP-1	Arrestin-AP2 inh	C-LANA FP	DAGLB inh	CAL PDZ FP-2	Pemphigus Ab inh	NSD2 HMT inh	Cardiac RTF inh	Keap1 Nrf2 FP	V-ATPase pHluor
COCC(=O)N1CCc2ccc(NC(=O)c3ccc(C(F)(F)F)cc3)cc2C1
 : -1	6	-0.9	0	-22	107	-1	-10	-5	3
O=[N+]([O-])c1cc(C(F)(F)F)cc([N+](=O)[O-])c1N1CCN(S(=O)(=O)c2ccccc2)CC1
 : -2	4	-0.2	2	0.5	99	2	-2	1	1
Cc1cc(NC(=O)COC(=O)c2cc(S(=O)(=O)N3CCOCC3)ccc2N2CCCCC2)no1
 : 2	3	-1.7	0	0.1	104	3	-1	0	-1
CCc1ccc(NC(=O)c2cc(S(=O)(=O)N3CCc4ccccc43)cn2C)cc1
 : ·	0	2.0	-7	0.1	96	·	-5	2	-2
COc1cc(/C=C(\C#N)C(=O)NCC2CCCO2)c([N+](=O)[O-])cc1OC (stereo not given)
 : -2	4	3.9	-1	0.9	·	·	1	-3	-7

Returning to the listing, repeating the two entries before the break.
SMILES	CAL PDZ FP-1	Arrestin-AP2 inh	C-LANA FP	DAGLB inh	CAL PDZ FP-2	Pemphigus Ab inh	NSD2 HMT inh	Cardiac RTF inh	Keap1 Nrf2 FP	V-ATPase pHluor
COc1cc2c(cc1NS(=O)(=O)N1CCCCC1)oc1ccccc12	-2	3	0.4	-1	0.2	106	0	-5	-6	-2
Cc1noc(C)c1COc1ccccc1C(=O)NCCOc1ccccc1	-3	4	0.9	2	-1.3	99	-2	-9	-5	1
O=C(O)c1cn(-c2ccc(F)c(F)c2)c2c(F)c(F)c(F)c(F)c2c1=O	-1	5	-0.1	-1	-2.9	92	3	1	2	-1
COc1ccc(OC)c(NC(=O)CCN2CCN(C)CC2)c1	0	4	-1.2	1	-0.2	120	5	-13	-6	1
CCOc1ccc(C(N)=O)cc1OC	-2	8	-0.3	-1	0.0	108	-1	-4	1	1
Cc1ccc(NC(=O)C2(c3ccccc3)CC2(Cl)Cl)cc1C (stereo not given)	-1	4	-1.0	-5	-0.5	101	-8	2	1	4
CC(=O)N(CCc1cccc(C)c1)Cc1cc2ccc(C)cc2[nH]c1=O	10	-2	-0.4	2	-0.6	115	-2	-2	-3	0
Cc1cccc(NC(=S)N(CCCN2CCOCC2)Cc2ccco2)c1	·	-27	-0.1	1	-0.5	105	·	-1	6	2
Cc1ccc(OCC(=O)N2CCc3ccccc3C2)c(C)c1	0	33	-1.8	-9	-0.6	110	10	-2	-1	-2
O=C(c1cccn2c(=O)c3ccccc3nc12)N1CCN(c2ccccn2)CC1	-2	0	1.2	-1	0.3	99	-1	-3	-4	-2
COc1ccc(NS(=O)(=O)c2cccc(C(=O)N3CCCC3)c2)cc1	-3	6	0.1	0	-3.0	100	-1	-3	0	-1
COc1ccc(C)cc1S(=O)(=O)N(CC(=O)Nc1cccc([N+](=O)[O-])c1)c1ccc(C)cc1	0	4	-1.4	1	0.3	82	-2	0	-1	-1
COC(=O)C=C1CCC2C3CC(F)C4(O)CC(=O)CCC4(C)C3C(=O)CC12C (stereo not given)	-4	-12	1.0	1	0.2	115	0	0	-3	4
CC(C)=C1SC(N2CCN(c3cccc(C(F)(F)F)c3)CC2)=NC1=O	2	6	0.5	2	-1.6	42*	0	-3	0	2
O=C(Nc1nnc(C2=COCCO2)o1)c1ccc([N+](=O)[O-])cc1	-6	-8	-0.8	1	0.8	104	3	-4	-4	2
CN(NS(=O)(=O)c1ccc(Cl)cc1)c1nc(C(F)(F)F)nc2ccccc12	-3	3	-1.1	0	-1.1	92	-3	-1	2	3
Cc1c(N2C(=O)C(C)SC23C(=O)Nc2ccccc23)c(=O)n(-c2ccccc2)n1C (stereo not given)	0	-5	-0.6	-1	0.1	99	-4	-1	-2	-3
CCN(CC(=O)NC1CCS(=O)(=O)C1)S(=O)(=O)c1ccc(C)cc1C (stereo not given)	-4	3	0.4	-1	-0.1	104	-3	-20	-6	3
O=C(CCNS(=O)(=O)c1ccccc1C(F)(F)F)NC1CCCCCC1	-6	10	0.3	0	-2.3	99	1	4	7	-2
COCc1c(C(=O)NC2CCCCC2)sc2cccc(F)c12	-3	-12	1.2	-8	-0.5	104	2	-11	3	-3
Oc1ccccc1C=NCCCCCCN=Cc1ccccc1O	+	1	-5.0	0	0.1	79	4	-10	-4	0
COc1ccc(N2C(=NC(=O)CCCc3ccccc3)SC3CS(=O)(=O)CC32)cc1 (stereo not given)	-13	-15	-1.7	2	-0.2	98	-1	-8	-3	5
O=S1(=O)CC(O)C(N2CCC(c3ccccc3)CC2)C1 (stereo not given)	-2	-3	-1.3	0	-2.6	120	1	6	-1	1
Nc1c(S(=O)(=O)c2ccccc2)nnn1-c1ccccc1	-2	-3	1.0	-1	-1.8	100	-3	6	-7	-1
CCC(=O)N1CCc2cc(Br)cc(S(=O)(=O)N3CCCCCC3)c21	-3	13	-0.3	-1	-1.5	101	1	6	1	5
CCn1cc(C(=O)N2CC(C)CC(C)C2)c(=O)c2cc(S(=O)(=O)N3CCCC3)ccc21 (stereo not given)	1	22	-0.1	1	-0.8	97	-1	-1	-4	-3
COC(=O)/C(C#N)=C/c1ccc(-c2ccc(S(N)(=O)=O)cc2)o1	36*	-8	6.2	4	-2.3	105	4	-5	1	-3
Nc1nc(SCc2ccc([N+](=O)[O-])cc2)c2ncn(C3OC(CO)C(O)C3O)c2n1 (stereo not given)	-4	12	-0.7	-1	-3.2	126	-1	-4	1	0
CC1C/C(=N/NC(=O)c2cccs2)CC(C)(C)C1 (stereo not given)	-3	-9	-1.9	0	-0.5	90	6	-5	-1	4
Cc1ccc(N(C(=O)c2ccc3c(c2)OCO3)C2C=CS(=O)(=O)C2)cc1 (stereo not given)	0	-2	-2.4	1	-0.4	96	·	-3	1	-2
CCc1nnc(NC(=O)CSc2ccc(-c3nc4ccc(C)cc4[nH]3)cn2)s1	-2	0	-0.5	-1	-3.3	116	-2	-3	2	4
COc1cc2cc(C(=O)Nc3ccccc3)c(N)nc2cc1OC	-7	8	-3.2	3	0.5	·	-15	-4	1	-1
CN(CCO)c1cc(N(C)CCO)c([N+](=O)[O-])cc1[N+](=O)[O-]	8	14	0.6	-2	-0.3	123	-3	2	-9	3
Cn1cccc1C(=O)Nc1nc(-c2ccccn2)cs1	-6	11	-1.2	0	-1.7	99	4	-7	-1	0
COc1ccc(C(c2nnnn2Cc2ccccc2)N2CCN(c3ccccc3)CC2)cc1 (stereo not given)	-3	-9	1.2	-2	-0.1	112	-1	1	-4	1
O=C(NC1CCCC1)c1cc(S(=O)(=O)N2CCOCC2)c(Cl)cc1Cl	2	-26	-1.8	3	-2.6	111	-2	3	-5	2
CCc1nnc(NC(=O)CSc2nnc(-c3cc4ccccc4cc3O)n2CC)s1	-7	0	-1.3	3	-0.8	94	1	-1	-2	1
CCN(CC(=O)Nc1ccccc1C(F)(F)F)C(=O)c1ccccc1Cc1ccccc1	-4	10	-3.9	-3	-1.1	106	1	-1	-6	1
CCC/C(C(=O)NCCO)=C1/c2ccccc2C(=O)N1c1ccccc1	-2	5	1.2	2	-0.1	103	·	-9	2	-4
Cc1ccn(C(=O)c2ccc(NC(=O)C3CC3)cc2)n1	-1	18	2.5	0	-1.1	74*	·	-11	-1	2
O=C(O)C1=C[C@@H](c2coc3ccccc3c2=O)C[C@@H](OCCCCO)O1	-2	35	-1.1	-3	-5.4	99	·	-9	0	2
O=C(CSc1nc2ccccc2c(=O)n1-c1ccccc1)N1CCc2ccccc21	-1	34	-1.6	0	0.8	86	-3	-13	1	6
O=C1CCCc2[nH]c(-c3ccccc3)nc21	-4	-2	0.9	0	-1.7	103	-2	-7	-5	-1
CCc1ccccc1NC(=O)C(C)n1nc([N+](=O)[O-])c(Br)c1C (stereo not given)	-4	-7	0.1	2	-1.6	107	-1	-2	-2	0
CC(=O)NC1CCN(CC(=O)Nc2nccs2)CC1	·	5	0.6	-2	·	106	-1	-9	-5	-1
Cc1ccc(S(=O)(=O)N(CC(=O)NCc2ccccc2)C(=O)N2CCN(C)CC2)cc1	0	54	2.1	1	-2.8	105	-2	-11	-2	-3
CCOC(=O)C1CCN(C(=O)C(=O)N2CCC(C(=O)OCC)CC2)CC1	-6	-4	0.4	2	-1.7	108	-3	-7	-8	-6
